# Bcl-B TR3 displacers: displacers of TR3 peptide from Bcl-B, primary screen, selectivity assay for Bfl-1 inhibitor project, biochemical, fluorescence polarization; FP displacement of FITC-TR3 peptide from Bcl-B; higher % means a stronger effect; one-dose displacement, % at 20 µM; IC50 in µM for titrated hits; 96,000 tested, 0.11% active; AID 748;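 active means displacement above 50% at 20 µM plus a fluorescence interference ratio under 1.5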;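 further: plate controls were wells without compound for no effect and wells lacking Bcl-B protein for full effect; a part of the inactive calls stands beside numbers as strong as those of hits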
# IL1B NFkB pot: enhances IL-1B driven NFkB nuclear translocation; activation, % at 2 µM; 94,000 tested, 0.3% active; AID 819; HUVEC IL-1B NFkB p65 nuclear translocation imaging;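 active means activation above 40%, about the mean plus 3 SD, also judged a hit on visual image review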;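 further: percent activation is computed from the nuclear over cytoplasmic p65 intensity ratio; values of inactives mirror those of a sister screen read the other way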
# MRP resist rev: MRP-mediated drug resistance reversal; AID 602; differential viability (reversal), % at 10 µM; H69AR cells + 2 uM doxorubicin, CellTiter-Glo, 72 h; 85,000 tested, 0.04% active;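 active means viability drop by adding the cancer drug above about 55%, with treated viability meeting a 40% cutoff, limit read from the data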;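 further: viability without doxorubicin minus viability with 2 µM doxorubicin for each compound; larger differential means the compound sensitizes cells more to doxorubicin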
# IL1B NFkB inh: blocks IL-1B driven NFkB nuclear translocation in HUVEC cells; 94,000 tested, 0.43% active; HUVEC IL-1B NFkB p65 nuclear translocation imaging; AID 796; inhibition, % at 2 µM;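 active means inhibition above about 30% together with a positive call from visual inspection of the well image, limit read from the data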;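 further: nuclear over cytoplasmic p65 intensity ratio measured by imaging; 0% = IL-1B stimulated DMSO wells and 100% = unstimulated DMSO wells; values of inactives mirror those of a sister screen read the other way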
# PLAP inhibitors HTS: PLAP enzyme inhibitors, biochemical, luminescence, HTS (AID 690); purified PLAP, luminescent substrate; higher % means a stronger effect; inhibition, % at 20 µM, or IC50 in µM where a hit was titrated; 96,000 tested, 0.08% active; in the data active means a potency from the dose series; inactive means the rest, 99 in 100 with inhibition below about 30%; further: strong numbers were not always called active
# MRP resist rev cytotoxicity: further read-out of MRP resist rev, marked with its call; viability, %; H69AR cells, CellTiter-Glo, 72 h; measured here: cytotoxicity without doxorubicin
# MRP resist rev with doxorubicin: also measured in MRP resist rev; calls as there; viability, %; measured here: viability with 2 uM doxorubicin; stronger effect = lower value
# IL1B NFkB inh cell count 2 µM: further read-out of IL1B NFkB inh, marked with its call; cell count; measured here: cells passing quality filter;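 raw number of nuclei counted in each imaged well without normalization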
# IL1B NFkB pot cell count 2 µM: further read-out of IL1B NFkB pot, marked with its call; cell count; measured here: cells passing quality filter
# Active calls of the source: *; . = not tested or not shown.
# Every second line gives: Bcl-B TR3 displacers	IL1B NFkB pot	IL1B NFkB pot cell count 2 µM	MRP resist rev	MRP resist rev cytotoxicity	MRP resist rev with doxorubicin	IL1B NFkB inh	IL1B NFkB inh cell count 2 µM	PLAP inhibitors HTS
- O=C(OC1CCOC1=O)c1ccc(-c2nc3ccccc3s2)s1 (stereo not drawn)
  -4%	-7	106	5	93	88	7	106	-1%
- CCOC(=O)C1CCCN(S(=O)(=O)c2cc(Br)cc3c2N(C(=O)C2CC2)CC3)C1 (stereo not drawn)
  -3%	.	.	6	92	86	.	.	-50%
- O=C(NCc1ccco1)C(c1ccccc1)N(CC1CCCO1)C(=O)Cn1nnc2ccccc21 (stereo not drawn)
  -2%	.	.	13	97	84	1	107	.
- CCOC(=O)c1ccc(NC(=O)COc2ccc(S(=O)(=O)NC(C)(C)C)cc2)cc1
  .	-15	111	2	89	87	15	111	.
- Nc1nnnn1/N=C/c1cc(Cl)cc(Cl)c1OCc1ccc(Cl)cc1Cl
  -7%	3	193	-3	22	24	-3	193	-11%
- COC(=O)c1ccc(Cn2nc(C)cc2C)cc1
  3%	-2	152	0	106	106	2	152	-5%
- CC(C)CCN1CC(O)=C(c2nc(-c3ccc(Cl)cc3)cs2)C1=N
  -26%	0	152	1	86	85	0	152	2%
- CN1/C(=C\C=[N+](C)c2ccccc2)C(C)(C)c2ccccc21
  -5%	-5	113	.	.	.	5	113	21%
- CC(=O)C1=C(C)NC(SCC(=O)c2cc(Cl)ccc2Cl)=C(C#N)C1c1ccco1 (stereo not drawn)
  -164%	23	147	-14	47	61	-23	147	-43%
- COC(=O)c1ccc(NC(=S)N2CCN(Cc3cccc(C)c3)CC2)cc1
  4%	0	126	.	.	.	0	126	-14%
- O=S(=O)(Nc1nccs1)c1cc(Cl)ccc1Cl
  -17%	0	128	6	90	84	0	128	-3%
- CCn1nc(C)c(/C=N\NC(=O)c2ccc3c(c2)OCO3)c1C
  -12%	-9	184	.	.	.	9	184	-1%
- CCSC1=C(C#N)C(c2ccccc2Cl)CC(=O)N1 (stereo not drawn)
  2%	3	123	.	.	.	-3	123	12%
- CN1C2CCC1/C(=C\c1ccccc1Cl)C(=O)/C2=C\c1ccccc1Cl
  -11%	.	.	.	.	.	.	.	6%
- Cc1occc1C(=O)N1CCN(S(C)(=O)=O)CC1
  .	4	120	.	.	.	-4	120	.

# A draw from above in order of length of the SMILES, rising.
# Every second line gives: Bcl-B TR3 displacers	IL1B NFkB pot	IL1B NFkB pot cell count 2 µM	MRP resist rev	MRP resist rev cytotoxicity	MRP resist rev with doxorubicin	IL1B NFkB inh	IL1B NFkB inh cell count 2 µM	PLAP inhibitors HTS
- COC(=O)c1ccc(Cn2nc(C)cc2C)cc1
  3%	-2	152	0	106	106	2	152	-5%
- O=S(=O)(Nc1nccs1)c1cc(Cl)ccc1Cl
  -17%	0	128	6	90	84	0	128	-3%
- O=C(OC1CCOC1=O)c1ccc(-c2nc3ccccc3s2)s1 (stereo not drawn)
  -4%	-7	106	5	93	88	7	106	-1%
- CN1C2CCC1/C(=C\c1ccccc1Cl)C(=O)/C2=C\c1ccccc1Cl
  -11%	.	.	.	.	.	.	.	6%
- CCOC(=O)c1ccc(NC(=O)COc2ccc(S(=O)(=O)NC(C)(C)C)cc2)cc1
  .	-15	111	2	89	87	15	111	.
- CCOC(=O)C1CCCN(S(=O)(=O)c2cc(Br)cc3c2N(C(=O)C2CC2)CC3)C1 (stereo not drawn)
  -3%	.	.	6	92	86	.	.	-50%

# The listing picks up with the 4 entries that preceded the break.
# Every second line gives: Bcl-B TR3 displacers	IL1B NFkB pot	IL1B NFkB pot cell count 2 µM	MRP resist rev	MRP resist rev cytotoxicity	MRP resist rev with doxorubicin	IL1B NFkB inh	IL1B NFkB inh cell count 2 µM	PLAP inhibitors HTS
- CCn1nc(C)c(/C=N\NC(=O)c2ccc3c(c2)OCO3)c1C
  -12%	-9	184	.	.	.	9	184	-1%
- CCSC1=C(C#N)C(c2ccccc2Cl)CC(=O)N1 (stereo not drawn)
  2%	3	123	.	.	.	-3	123	12%
- CN1C2CCC1/C(=C\c1ccccc1Cl)C(=O)/C2=C\c1ccccc1Cl
  -11%	.	.	.	.	.	.	.	6%
- Cc1occc1C(=O)N1CCN(S(C)(=O)=O)CC1
  .	4	120	.	.	.	-4	120	.
- CCOC(=O)c1c(C=O)c(C)n(Cc2ccc(C)cc2)c1C
  -20%	13	137	-37	75	112	-13	137	-54%
- O=S(=O)(Nc1ncccc1O)c1ccc(Cl)cc1
  -6%	-6	149	-12	73	84	6	149	10%
- CCCCS(=O)(=O)/C=C\C=C/S(=O)(=O)CCCC
  3%	-95	59	-1	1	2	95*	59*	11%
- Cc1ccc(S(=O)(=O)C(C#N)c2nc3ccccc3nc2N2CCCCC2)cc1 (stereo not drawn)
  12%	.	.	0	96	96	.	.	-38%
- CS(=O)(=O)Nc1ccccc1C(=O)NC1CC2CCC1C2 (stereo not drawn)
  -3%	6	114	-3	101	103	-6	114	-9%
- O=C(c1ccc(CNS(=O)(=O)c2ccccc2)cc1)N1CCN(Cc2ccccc2)CC1
  -6%	6	184	-11	88	99	-6	184	-71%
- CC(C)(C)C(=O)/C(C#N)=c1\s/c(=C\c2ccncc2)c(=O)n1CCCN1CCOCC1
  -3%	.	.	-14	74	89	.	.	-73%
- Cc1cc(C(=O)Nc2c(C)n(C)n(-c3ccccc3)c2=O)cs1
  -3%	5	144	21	110	89	-5	144	-22%
- Cc1ccccc1NC(=O)c1csc2c1CCCC2
  22%	3	99	.	.	.	-3	99	-19%
- CCN(CC)CCNS(=O)(=O)c1ccc(OC)c(Br)c1
  -3%	0	205	.	.	.	0	205	4%
- O=C(NC1CCSC1=O)c1ccccc1 (stereo not drawn)
  4%	7	180	5	99	94	-7	180	-4%
- O=C1CN(C(=O)CSc2nnc(-c3ccccc3)n2Cc2ccc3c(c2)OCO3)c2ccccc2N1
  -7%	33	172	-12	65	76	-33	172	-49%
- CCC(=O)n1nc(-c2ccccc2)nc1SCC(=O)Nc1ccc(C)cc1
  -1%	-12	95	.	.	.	12	95	7%
- Cc1cc(C)n(C(=O)c2ccc(NC(=O)C3CC3)cc2)n1
  1%	-3	43	-7	83	90	3	43	-10%
- Cc1nc2ccccc2nc(C)c1=NO
  4%	-12	135	-3	27	30	12	135	9%
- CCc1nnc(NC(=O)C2CCCN2S(=O)(=O)c2ccccc2)s1 (stereo not drawn)
  .	-5	41	.	.	.	5	41	.
- COc1ccc(C(=O)NC(=S)Nc2ccccc2N2CCN(S(C)(=O)=O)CC2)cc1OC
  -2%	15	117	.	.	.	-15	117	2%
- O=C(O)c1cc([N+](=O)[O-])ccc1C(=O)Nc1ccccc1
  6%	-1	172	.	.	.	1	172	8%
- COC(=O)c1cc2occc2n1CC(=O)Nc1ccc(C)cc1C
  -2%	17	130	4	87	83	-16	130	-2%
- COc1ccc(NC(=O)CSc2ncnc3c2cnn3CCc2ccccc2)cc1
  -8%	.	.	.	.	.	.	.	5%
- O=S(=O)(NCCc1cn2ccccc2n1)c1ccc2c(c1)OCCO2
  -2%	4	57	23	106	84	-4	57	-78%
- O=C(Cc1ccc(Br)cc1)N1CCN(c2ccccc2)CC1
  -6%	1	80	-13	79	92	-1	80	6%
- CC(CC(=O)N1CCc2ccccc21)c1ccccc1 (stereo not drawn)
  6%	7	166	18	108	91	-7	166	14%
- Cc1sc(NC(=O)c2ccccc2)c(C(=O)NC(C)C)c1C
  -2%	0	114	-5	90	95	0	114	11%
- O=C(Nc1cccc(C(F)(F)F)c1)N1CCC(c2nc(-c3ccc(F)cc3)no2)CC1
  0%	19	154	-2	100	102	-19	154	5%
- O=C(Nc1cc2c(oc1=O)CCCC2=O)c1cccc(Cl)c1
  -5%	3	113	.	.	.	-3	113	10%
- Cc1ccccc1OC/C(O)=C(\C#N)c1nc2ccccc2[nH]1
  -11%	-7	175	.	.	.	7	175	7%
- Cn1nc(CC(=O)Nc2ccc3c(c2)OCCO3)c2ccccc2c1=O
  -5%	.	.	.	.	.	.	.	16%
- CCOC(=O)N1CCN(C(=O)C2CCCN(c3nc4ccc(OCC)cc4s3)C2)CC1 (stereo not drawn)
  0%	.	.	-28	60	88	.	.	-57%
- CCOc1ccc(Nc2ncnc3c2cnn3Cc2ccccc2)cc1
  11%	11	110	22	98	76	-11	110	-8%

# Arranged by value in Bcl-B TR3 displacers (lowest first): 3 from the list above.
Molecule	Bcl-B TR3 displacers
O=C(c1ccc(CNS(=O)(=O)c2ccccc2)cc1)N1CCN(Cc2ccccc2)CC1	-6%
COc1ccc(C(=O)NC(=S)Nc2ccccc2N2CCN(S(C)(=O)=O)CC2)cc1OC	-2%
CCCCS(=O)(=O)/C=C\C=C/S(=O)(=O)CCCC	3%

# Next part.
# Every second line gives: Bcl-B TR3 displacers	IL1B NFkB pot	IL1B NFkB pot cell count 2 µM	MRP resist rev	MRP resist rev cytotoxicity	MRP resist rev with doxorubicin	IL1B NFkB inh	IL1B NFkB inh cell count 2 µM	PLAP inhibitors HTS
- COc1ccc(CCNC(=O)c2c(-c3ccccc3)noc2C)cc1OC
  0%	.	.	0	93	93	.	.	-52%
- CN(C)CCNC(=O)c1ccc(CS(=O)(=O)c2c(Cl)cccc2Cl)o1
  -11%	3	169	13	89	76	-3	169	12%
- Cc1ccc(N2C(=O)C(c3c(C)[nH]n(-c4ccccc4)c3=O)(C(F)(F)F)C3=C2CC(C)(C)CC3=O)cc1 (stereo not drawn)
  7%	-12	96	-7	101	109	12	96	-61%
- COc1ccc2c(c1)c1ncn(CCc3ccccc3)c(=O)c1n2C
  -3%	-7	82	2	75	73	7	82	-45%
- Cc1cc(-c2ccccc2)c2c3c(c(-c4ccccc4)n2n1)c(=O)n(C)c(=O)n3C
  -10%	4	172	.	.	.	-4	172	10%
- O=C(O)C1CCCN1S(=O)(=O)c1ccccc1 (stereo not drawn)
  .	19	143	-2	96	98	-19	143	.
- Cc1cc(NC(=O)CSc2nc3c(c(-c4cccnc4)c2C#N)CCC3)no1
  -50%	1	147	1	78	77	-1	147	-15%
- COc1ccc(CC(=O)OCCN(C)C)cc1
  6%	1	45	13	104	91	-1	45	-3%
- c1ccc(Cn2nnnc2CN2CCN(c3ncccn3)CC2)cc1
  -6%	-3	164	-3	96	100	3	164	8%
- CCCCOC(=O)Nc1cccc(C(C)=O)c1
  -2%	9	180	11	89	79	-9	180	15%
- COCCCNC(=S)NNC(=O)c1ccc2c(c1)OCO2
  4%	12	142	.	.	.	-12	142	-122%
- Nc1c(C(=O)Nc2ccc(F)cc2)sc2nc(-c3ccco3)ccc12
  -5%	-6	118	-7	96	103	6	118	-23%
- COc1ccc(OC)c(-n2c(SCC(=O)Nc3cc(C)on3)nnc2-c2c[nH]c3ccccc23)c1
  4%	.	.	2	65	63	.	.	-41%
- Cc1nnsc1SC(C)C(=O)O (stereo not drawn)
  -4%	-8	110	.	.	.	8	110	3%
- NC(=O)C1(N2CCCCC2)CCN(C(=O)CSc2nc(C(F)(F)F)cc(=O)[nH]2)CC1
  -2%	5	160	9	96	87	-5	160	-37%
- CN1C(=O)Cn2c1nc1ccccc12
  10%	-10	113	2	96	94	10	113	10%
- COc1ccc(C2C(C#N)=C(N)Oc3cc(C)n(CCN4CCOCC4)c(=O)c32)cc1OC (stereo not drawn)
  -4%	.	.	6	99	93	.	.	-5%
- Cc1ccc(C(=O)Nc2ccccc2Oc2ccccc2)cc1[N+](=O)[O-]
  -16%	11	165	.	.	.	-11	165	39%
- CC1(C)CC(=O)CC(C2(O)C(=O)N(Cc3ccccc3)c3ccccc32)O1 (stereo not drawn)
  1%	17	51	-14	28	43	-17	51	7%
- COc1ccccc1NS(=O)(=O)CC12CCC(CC1=O)C2(C)C (stereo not drawn)
  -13%	-1	172	12	99	87	1	172	-2%
- Cc1ccc(S(=O)(=O)N(CC(O)CN(C)C)c2ccccc2)cc1 (stereo not drawn)
  0%	-5	59	-3	90	93	5	59	-8%
- Cc1csc(NC(=O)CCc2ccc(S(=O)(=O)N3CCOCC3)cc2)n1
  5%	19	180	-24	42	67	-18	180	-49%
- CC(C)CCSc1ncnc2c1oc1nc3c(cc12)COC(C)(C)C3
  -7%	2	147	-16	69	85	-2	147	17%
- O=C(C1CCCN(Cc2ccccc2)C1)N1CCc2ccccc2C1 (stereo not drawn)
  -5%	-5	179	15	87	72	5	179	6%

# Not all compounds are listed; rates above refer to the full screens.
